Screening results: PubChem BioAssay, several laboratories
PG9 Ab binder: binds the HIV-1 gp120 antibody PG9 | hit rate 0.43% among 360,000 | inhibition, % at 6.7 µM | TR-FRET gp120-PG9 antibody binding; in the data active means inhibition above about 8.5%
TDP2 absorb: blocks human TDP2 phosphodiesterase activity. recombinant TDP2, T5PNP hydrolysis, p-nitrophenol absorbance 415 nm. inhibition, % at 12.8 µM. AID 720702. hit rate 0.34% among 370,000. O95551;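 active means inhibition above the mean of all tested compounds plus 3 SD, set per campaign, cut at about 25% in these data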;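 further: 0% = DMSO with enzyme and 100% = buffer with substrate but no TDP2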
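System – recombinant human TDP2 · Quantity – TDP2 enzyme at 120 nM final · Doses – single concentration, 12.8 µM nominal, with 1% DMSO · Incubation – 2 h at 37 °C · Measured by – epi absorbance of p-nitrophenol freed from T5PNP by hydrolysis · Read-out – % inhibition relative to enzyme-containing and enzyme-free wells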
SIAE primary: inhibitors of human sialic acid acetylesterase SIAE. SIAE FP-Rh probe binding, fluorescence polarization. inhibition, % at 9.66 µM. hit rate 0.69% among 370,000. AID 1053197;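 active means inhibition above a cutoff: mean of compounds within the control limits plus 3 SD of those, cut at about 17% in these data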;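 further: 0% = plate median of compound wells and 100% = probe without SIAE protein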
ABHD4 inh: ABHD4 (mouse) inhibition, primary FP screen. Q8VD66. purified mABHD4, FP-Rh probe fluorescence polarization. inhibition, % at 8.92 µM. hit rate 0.54% among 370,000;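 active means inhibition exceeding the mean over every tested compound plus 3 SD, cut at about 30% in these data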;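 further: 0% = plate median of compound wells and 100% = S159A mutant with DMSO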
Target sequence (Q8VD66 whole entry, looked up): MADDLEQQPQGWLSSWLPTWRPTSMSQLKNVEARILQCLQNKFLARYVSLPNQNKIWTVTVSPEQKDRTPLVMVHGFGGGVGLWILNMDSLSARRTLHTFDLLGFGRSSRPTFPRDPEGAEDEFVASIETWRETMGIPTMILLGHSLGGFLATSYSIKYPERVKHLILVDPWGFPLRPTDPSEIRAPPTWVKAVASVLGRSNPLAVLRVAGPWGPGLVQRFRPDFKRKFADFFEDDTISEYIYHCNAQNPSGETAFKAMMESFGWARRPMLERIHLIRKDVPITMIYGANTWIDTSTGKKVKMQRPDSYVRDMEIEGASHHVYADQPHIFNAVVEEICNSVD
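Assay system: Wild-type mouse ABHD4 protein | Medium: HEPES pH 7.0 buffer, 150 mM NaCl, 0.01% Pluronic F-127 | Incubation: Enzyme–compound pre-incubation 45 min, then probe 60 min, both 25 °C | Technique: Fluorescence polarization with parallel and perpendicular emission, 525/598 nm | Evaluation: % inhibition of FP-Rh probe binding versus controls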
HTRA1 inhibitor: inhibitors of human serine peptidase HTRA1; inhibition, % at 5.96 µM; hit rate 0.5% among 340,000; Q92743; recombinant HTRA1, FP-rhodamine activity-based probe, fluorescence polarization; in the data active means inhibition above about 36%;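 further: 0% = enzyme with DMSO and 100% = wells lacking enzyme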
Target sequence (Q92743 whole entry, looked up): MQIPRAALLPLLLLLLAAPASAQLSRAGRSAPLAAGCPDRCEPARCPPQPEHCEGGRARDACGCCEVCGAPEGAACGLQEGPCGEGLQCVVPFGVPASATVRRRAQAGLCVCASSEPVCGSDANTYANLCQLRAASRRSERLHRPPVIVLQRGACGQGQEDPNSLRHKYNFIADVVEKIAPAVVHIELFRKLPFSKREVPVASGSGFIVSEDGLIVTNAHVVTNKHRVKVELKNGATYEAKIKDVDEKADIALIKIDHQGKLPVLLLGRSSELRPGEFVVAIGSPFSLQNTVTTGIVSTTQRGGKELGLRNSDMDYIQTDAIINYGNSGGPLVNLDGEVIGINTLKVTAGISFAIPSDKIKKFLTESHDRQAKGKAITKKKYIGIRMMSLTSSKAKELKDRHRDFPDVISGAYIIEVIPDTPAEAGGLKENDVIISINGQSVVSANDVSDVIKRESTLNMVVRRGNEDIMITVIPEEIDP
TCR-CD3 inh: human TCR-CD3 binding inhibition; inhibition, % at 9.4 µM; hit rate 0.37% among 360,000; TAMRA-labeled TCR probe fluorescence, biochemical; AID 651800; in the data active means inhibition above about 19%;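 further: recombinant mutant TCR 2C K166C tagged with TAMRA read by polarization; 0% = receptor in buffer alone and 100% = receptor with positive control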
rCAG RNA binder: binds r(CAG) RNA repeats | AID 651821 | hit rate 1.3% among 370,000 | r(CAG) RNA repeat, TO-PRO-1 dye displacement fluorescence | inhibition, % at 3 µM;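 active means inhibition above the plate cutoff, the mean of all test compounds on that plate plus 3 SD, cut at about 35% in these data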;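 further: 0% = DMSO alone and 100% = 100 µM mitoxantrone as full dye displacement; higher means more dye released from RNA so lower well fluorescence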
NR1D1 modulator: modulators of human Rev-erb alpha DNA binding; Rev-erbα–FITC-DNA binding, fluorescence polarization, 90 min; activity, % at 10 µM; hit rate 0.79% among 370,000; AID 1259318;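 active means activity above about 14%, limit read from the data; passing the limit was not always enough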;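 further: 0% = DMSO wells with 35 nM protein and 100% = DMSO wells with 750 nM protein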
PRMT1 inh: inhibitors of human PRMT1. Q99873. hit rate 1.3% among 370,000. AID 652257. recombinant PRMT1, activity-based probe fluorescence polarization. inhibition, % at 2.79 µM;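 active means inhibition above about 21% made by adding two undisclosed values, limit read from the data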
LEDGF integ inh: blocks HIV-1 LEDGF/p75-dependent DNA integration; TR-FRET IN-LEDGF/p75 DNA integration, Eu/Cy5; inhibition, % at 3.7 µM; hit rate 0.64% among 370,000;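 active means inhibition above the screen-wide mean plus 3 SD, cut at about 13% in these data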;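 further: signal is the Cy5 over europium emission ratio at 671 and 618 nm; 0% = plate median of compound wells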
An asterisk follows results filed as active; & = joins results of further samples. Only part of the results is shown, so the mix of outcomes need not match the whole.

How did COc1cc(N=c2c([N+](=O)[O-])nn(-c3ccc4c(c3)OCCO4)n2O)cc(OC)c1 do in these assays?
PG9 Ab binder: -2.9; TDP2 absorb: -6; SIAE primary: 1; ABHD4 inh: 12; HTRA1 inhibitor: 3; TCR-CD3 inh: -2; rCAG RNA binder: 8; NR1D1 modulator: 12; PRMT1 inh: 0; LEDGF integ inh: 0

How did CNC(=O)c1cc(S(=O)(=O)NC2CCCCCC2)ccc1C do in these assays?
PG9 Ab binder: 0.3; TDP2 absorb: 1; SIAE primary: 0; ABHD4 inh: -6; HTRA1 inhibitor: 0; TCR-CD3 inh: -3; rCAG RNA binder: -4; NR1D1 modulator: -4; PRMT1 inh: 5; LEDGF integ inh: -1

Results for NC(=O)C1CCN(C(=O)C2c3ccccc3C(=O)N3CCc4ccccc4C23)CC1 (stereo not given) ?
PG9 Ab binder: 0.3; TDP2 absorb: 1; SIAE primary: -2; ABHD4 inh: 2; HTRA1 inhibitor: -5; TCR-CD3 inh: 6; rCAG RNA binder: -1; NR1D1 modulator: 3; PRMT1 inh: 2; LEDGF integ inh: -1

What do the screens show for `Fc1cccc2sc(Nc3nc4cc5c(cc4s3)OCO5)nc12`?
PG9 Ab binder: -0.3; TDP2 absorb: 6; SIAE primary: 13; ABHD4 inh: 9; HTRA1 inhibitor: -2; TCR-CD3 inh: -4; rCAG RNA binder: 67*; NR1D1 modulator: 19; PRMT1 inh: 0; LEDGF integ inh: -2

How did Cc1ccc2c(Cl)cc(Cl)c(O)c2n1 do in these assays?
PG9 Ab binder: -3.0; TDP2 absorb: -1; SIAE primary: 11; ABHD4 inh: 5; HTRA1 inhibitor: 40*; TCR-CD3 inh: -4; rCAG RNA binder: 2; NR1D1 modulator: -3&-3; PRMT1 inh: -5; LEDGF integ inh: 3

What do the screens show for `CCN(CC)CCOC(=O)c1ccc(NC(=O)C2(c3ccccc3)CCCC2)cc1`?
PG9 Ab binder: 0.4; TDP2 absorb: -3; SIAE primary: 5; ABHD4 inh: 1; HTRA1 inhibitor: -8; TCR-CD3 inh: 1; rCAG RNA binder: -8; NR1D1 modulator: -2; PRMT1 inh: 1; LEDGF integ inh: 1

What do the screens show for `Cc1ccc(NC(=O)CN(C)C(=O)CNC(=O)c2sc3ccccc3c2Cl)cc1`?
PG9 Ab binder: 5.2; TDP2 absorb: -5; SIAE primary: -11; ABHD4 inh: -16; HTRA1 inhibitor: -2; TCR-CD3 inh: -1; rCAG RNA binder: 5; NR1D1 modulator: 1; PRMT1 inh: -2; LEDGF integ inh: 6

Results for O=C(CN1CCN(c2ccc(F)cc2)CC1)Nc1ccc(F)c(F)c1 ?
PG9 Ab binder: 0.2; TDP2 absorb: -10; SIAE primary: 2; ABHD4 inh: -1; HTRA1 inhibitor: -4; TCR-CD3 inh: 2; rCAG RNA binder: -7; NR1D1 modulator: 1; PRMT1 inh: 0; LEDGF integ inh: 3

How did CCCn1cc(NC(=O)c2cc3n(n2)C(C(F)(F)F)CC(c2ccccc2)N3)cn1 (stereo not given) do in these assays?
PG9 Ab binder: 3.2; TDP2 absorb: -12; SIAE primary: -1; ABHD4 inh: -10; HTRA1 inhibitor: -8; TCR-CD3 inh: -2; rCAG RNA binder: -4; NR1D1 modulator: 2; PRMT1 inh: 5; LEDGF integ inh: 2

Results for CC(=O)NCCc1ccc(C(=O)Cn2cnc3ccccc3c2=O)cc1 ?
PG9 Ab binder: -0.7; TDP2 absorb: -3; SIAE primary: 3; ABHD4 inh: 4; HTRA1 inhibitor: 2; TCR-CD3 inh: -1; rCAG RNA binder: 1; NR1D1 modulator: -1; PRMT1 inh: -6; LEDGF integ inh: 0

What do the screens show for `CCCOC(=O)c1sc2nc3c(cc2c1N)C(=O)CCC3`?
PG9 Ab binder: 0.8; TDP2 absorb: -3; SIAE primary: 2; ABHD4 inh: 2; HTRA1 inhibitor: 3; TCR-CD3 inh: 1; rCAG RNA binder: 0; NR1D1 modulator: 11; PRMT1 inh: 1; LEDGF integ inh: -5

Results for COc1ccc(Nc2nc(-c3ccccc3)nc3ccccc23)cc1 ?
PG9 Ab binder: -2.3; TDP2 absorb: -2; SIAE primary: 1; ABHD4 inh: -7; HTRA1 inhibitor: -29; TCR-CD3 inh: -5; rCAG RNA binder: 11; NR1D1 modulator: 7; PRMT1 inh: -3; LEDGF integ inh: 8

What do the screens show for `COc1ccc(CC(=O)Nc2ccccc2C(C)=O)cc1S(=O)(=O)N1CCOCC1`?
PG9 Ab binder: -2.3; TDP2 absorb: -4; SIAE primary: 0; ABHD4 inh: -2; HTRA1 inhibitor: -2; TCR-CD3 inh: 3; rCAG RNA binder: -3; NR1D1 modulator: -2; PRMT1 inh: 2; LEDGF integ inh: 1

How did C=CCn1c(Cc2ccc(OC)cc2)nnc1SCC(N)=O do in these assays?
PG9 Ab binder: -0.1; TDP2 absorb: 10; SIAE primary: -4; ABHD4 inh: 2; HTRA1 inhibitor: 3; TCR-CD3 inh: 5; rCAG RNA binder: 2; NR1D1 modulator: -3; PRMT1 inh: -3; LEDGF integ inh: -4

How did Nc1ncnc2c1ncn2[C@@H]1O[C@H](CNC(=O)[C@@H]2C[C@H](F)CN2)[C@@H](O)[C@H]1O do in these assays?
PG9 Ab binder: -1.1; TDP2 absorb: 4; SIAE primary: -1; ABHD4 inh: -8; HTRA1 inhibitor: 4; TCR-CD3 inh: -1; rCAG RNA binder: 2; NR1D1 modulator: -1; PRMT1 inh: 3; LEDGF integ inh: 2

What do the screens show for `CC1CC(C)(C)NC(=S)N1CCCC(=O)NCc1ccccc1` (stereo not given)?
PG9 Ab binder: 1.4; TDP2 absorb: -8; SIAE primary: 3; ABHD4 inh: 7; HTRA1 inhibitor: 4; TCR-CD3 inh: -3; rCAG RNA binder: -4; NR1D1 modulator: 0; PRMT1 inh: 1; LEDGF integ inh: -1

What do the screens show for `NC[C@H]1O[C@@H](n2ccc(N)nc2=O)[C@H](O)[C@@H]1O`?
PG9 Ab binder: -0.6; TDP2 absorb: -7; SIAE primary: -3; ABHD4 inh: 7; TCR-CD3 inh: -3; rCAG RNA binder: 3; NR1D1 modulator: -4; PRMT1 inh: 5; LEDGF integ inh: 2

What do the screens show for `COc1ccc(CNC(=O)C2Cc3c(-c4cccc(C(C)=O)c4)ccnc3O2)cc1OC` (stereo not given)?
PG9 Ab binder: -0.6; TDP2 absorb: -5; SIAE primary: 2; ABHD4 inh: 0; TCR-CD3 inh: 8; rCAG RNA binder: 0; NR1D1 modulator: -6; PRMT1 inh: -2; LEDGF integ inh: -2

What do the screens show for `NC(=O)c1ccc(NC(=O)c2cnc3ccccc3n2)cc1`?
PG9 Ab binder: -0.8; TDP2 absorb: -1; SIAE primary: -6; ABHD4 inh: 1; HTRA1 inhibitor: -1; TCR-CD3 inh: -6; rCAG RNA binder: 0; NR1D1 modulator: 3; PRMT1 inh: 7; LEDGF integ inh: -6

What do the screens show for `Cc1cc(C)c(S(=O)(=O)NC2CCN(Cc3ccccc3)CC2)c(C)c1`?
PG9 Ab binder: -1.1; TDP2 absorb: 1; SIAE primary: -6; ABHD4 inh: -7; HTRA1 inhibitor: -4; TCR-CD3 inh: 6; rCAG RNA binder: -8; NR1D1 modulator: -4; PRMT1 inh: -8; LEDGF integ inh: 3

Not a retest: an excerpt of the list.
How did Cc1ccc2c(Cl)cc(Cl)c(O)c2n1 do in these assays?
PG9 Ab binder: -3.0; TDP2 absorb: -1; SIAE primary: 11; ABHD4 inh: 5; HTRA1 inhibitor: 40*; TCR-CD3 inh: -4; rCAG RNA binder: 2; NR1D1 modulator: -3&-3; PRMT1 inh: -5; LEDGF integ inh: 3

What do the screens show for `CCN(CC)CCOC(=O)c1ccc(NC(=O)C2(c3ccccc3)CCCC2)cc1`?
PG9 Ab binder: 0.4; TDP2 absorb: -3; SIAE primary: 5; ABHD4 inh: 1; HTRA1 inhibitor: -8; TCR-CD3 inh: 1; rCAG RNA binder: -8; NR1D1 modulator: -2; PRMT1 inh: 1; LEDGF integ inh: 1

(list continues)
Results for NC1=NC(=O)C(Cc2ccc(OC(F)(F)F)cc2)S1 (stereo not given) ?
PG9 Ab binder: -1.4; TDP2 absorb: -16; SIAE primary: -3; ABHD4 inh: 1; HTRA1 inhibitor: -2; TCR-CD3 inh: 0; rCAG RNA binder: -3; NR1D1 modulator: -1; PRMT1 inh: -4; LEDGF integ inh: 0

What do the screens show for `O=C(CNS(=O)(=O)c1ccc(Br)s1)NCC1COc2ccccc2O1` (stereo not given)?
PG9 Ab binder: 0.4; TDP2 absorb: -1; SIAE primary: -1; ABHD4 inh: 3; HTRA1 inhibitor: -8; TCR-CD3 inh: 1; rCAG RNA binder: 7; NR1D1 modulator: -2; PRMT1 inh: 1; LEDGF integ inh: 0

What do the screens show for `COc1cccc(-c2ccc(NC(=O)C3CCCN(Cc4ccco4)C3)cc2)c1` (stereo not given)?
PG9 Ab binder: 0.1; TDP2 absorb: -7; SIAE primary: -3; ABHD4 inh: -9; HTRA1 inhibitor: -52; TCR-CD3 inh: 11; rCAG RNA binder: -3; NR1D1 modulator: 0; PRMT1 inh: -2; LEDGF integ inh: 3

What do the screens show for `O=[N+]([O-])c1ccc(-c2ccc(/C=N/O)o2)cc1`?
PG9 Ab binder: 0.7; TDP2 absorb: -6; SIAE primary: 25*; ABHD4 inh: -3; TCR-CD3 inh: -8; rCAG RNA binder: 15; NR1D1 modulator: -2; PRMT1 inh: 3; LEDGF integ inh: 0

Results for CSc1nsc(NN)n1 ?
PG9 Ab binder: 2.2; TDP2 absorb: 8; SIAE primary: 11; ABHD4 inh: 18; HTRA1 inhibitor: 2; TCR-CD3 inh: -3; rCAG RNA binder: 3; NR1D1 modulator: -3; PRMT1 inh: 3; LEDGF integ inh: 0

How did O=c1cc(CN2CCN(S(=O)(=O)c3cccc(Cl)c3)CC2)c2ccc(O)cc2o1 do in these assays?
PG9 Ab binder: 0.6; TDP2 absorb: -1; SIAE primary: -12; ABHD4 inh: 5; HTRA1 inhibitor: -23; TCR-CD3 inh: 2; rCAG RNA binder: 24; NR1D1 modulator: -6; PRMT1 inh: 3; LEDGF integ inh: 1

How did CCOc1ccc(C2C3=C(CC(C)(C)CC3=O)N(CC(=O)O)C3=C2C(=O)CC(C)(C)C3)cc1OCC do in these assays?
PG9 Ab binder: 1.2; TDP2 absorb: -4; SIAE primary: -4; ABHD4 inh: 2; HTRA1 inhibitor: -3; TCR-CD3 inh: 2; rCAG RNA binder: 2; NR1D1 modulator: 1; PRMT1 inh: 1; LEDGF integ inh: -2
